From PubChem BioAssay
PI4K2A inh – qHTS for small molecular inhibitors of PI4K2A; purified PI4K2A, ADP-Glo luminescence, 1 h; hits give low values; activity change, negative = inhibition, % at 76.9 µM; actives 0.13% (n = 420,000); AID 1346378, 2018; in the data active = activity change below about -50%; inconclusive = mostly about -30% to -49%;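 note: -100% = wells without enzyme as full effect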
Target sequence (Q9BTU6 whole entry, looked up): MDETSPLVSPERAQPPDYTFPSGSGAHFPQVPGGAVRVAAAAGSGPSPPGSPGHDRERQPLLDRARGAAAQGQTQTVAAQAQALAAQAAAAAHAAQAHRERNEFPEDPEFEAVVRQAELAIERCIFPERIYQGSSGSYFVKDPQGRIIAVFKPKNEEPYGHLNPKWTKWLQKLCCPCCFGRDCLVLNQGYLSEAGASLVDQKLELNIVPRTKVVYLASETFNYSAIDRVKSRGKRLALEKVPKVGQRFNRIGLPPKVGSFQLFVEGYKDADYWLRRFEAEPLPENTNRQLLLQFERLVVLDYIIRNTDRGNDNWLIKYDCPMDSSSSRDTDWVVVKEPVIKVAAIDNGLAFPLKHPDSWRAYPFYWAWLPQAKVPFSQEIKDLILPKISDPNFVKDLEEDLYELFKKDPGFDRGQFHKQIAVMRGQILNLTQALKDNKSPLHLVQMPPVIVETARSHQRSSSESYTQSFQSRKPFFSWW
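In this quantitative HTS, ADP production by PI4K2A was quantified luminescently after 1 h at ambient temperature; 100 microM adenosine served as plate-quality control.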
JMJD2A Tudor – qHTS Assay for Inhibitors of JMJD2A-Tudor Domain. Lysine-specific demethylase 4A (Homo sapiens), O75164. AlphaScreen JMJD2A-Tudor / H3K4me3 peptide binding. Potency, µM (top dose mostly 114 µM), for the others: at the highest dose activity change, negative = inhibition, most hits filed as inhibitors. actives 4.4% (n = 390,000). AID 504339, 2011; note: potency is the fitted concentration of half-maximal effect; % is set by controls: 0 for no effect and ±100 for the full control effect; nearly all actives have a fitted effect of over 50% in size
POLH inh – qHTS for Inhibitors of Polymerase Eta; DNA polymerase eta (Homo sapiens), Q9Y253; recombinant Pol eta, fluorescent DNA replication assay; Potency, µM (series often up to 114 µM), inactives show at the highest dose activity change, negative = inhibition, most hits filed as inhibitors; actives 1.2% (n = 390,000); AID 588591, 2011; note: potency is the fitted concentration of half-maximal effect; % is set by controls: 0 for no effect and ±100 for the full control effect
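Fluorescent replication assay: 50 nM final substrate added after a 15 min room-temperature compound preincubation with 10 nM enzyme. Signal taken at 0 min and again at 10 min.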
Tb PGK inh – qHTS Assay to Find Inhibitors of Phosphoglycerate Kinase; Phosphoglycerate kinase, glycosomal (Trypanosoma brucei brucei), P07378; PGK/GAPDH coupled, Kinase-Glo luminescence, 60 min; Potency, µM (highest dose often 57.5 µM), without a hit: at the top dose activity change, negative = inhibition, actives largely listed as inhibitors; actives 0.043% (n = 380,000); AID 602233, 2012; note: potency is the fitted concentration of half-maximal effect; % is set by controls: 0 for no effect and ±100 for the full control effect; nearly all actives have a fitted effect of over 60% in size
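Recombinant glycosomal PGK reaction used 1,3-bisphosphoglycerate generated in-well by GAPDH (100nM final) in 100mM TEA pH 7.6, 5mM MgCl2, 0.01% Tween-20. After 60 minutes at room temperature, ATP was read by Kinase-Glo Plus luminescence end-point.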
BAZ2B block – qHTS Assay for Inhibitors of BAZ2B; AID 504333, 2011; AlphaScreen BAZ2B-H3K14Ac peptide displacement; actives 4.4% (n = 360,000); Bromodomain adjacent to zinc finger domain protein 2B (Homo sapiens), Q9UIF8; Potency, µM (highest dose often 114 µM), without a hit: at the highest dose activity change, negative = inhibition, usual class: inhibitors; note: potency is the fitted concentration of half-maximal effect; % is set by controls: 0 for no effect and ±100 for the full control effect; nearly all actives have a fitted effect of over 60% in size
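AlphaScreen luminescence quantifies BAZ2B engagement of H3K14Ac peptide; the protein and biotinylated peptide are both at 50 nM final, buffer PBS pH 7.4 with 0.01% Tween-20, all steps at room temperature.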
GLS inh – qHTS for Inhibitors of Glutaminase (GLS) | Glutaminase kidney isoform, mitochondrial (Homo sapiens), O94925 | actives 0.21% (n = 410,000) | Potency, µM (top dose mostly 45.5 µM), for inactives: top-dose activity change, negative = inhibition, actives largely listed as inhibitors | GLS enzymatic activity, qHTS titration; note: potency is the fitted concentration of half-maximal effect; % is set by controls: 0 for no effect and ±100 for the full control effect
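Compounds were pin-transferred onto hKGA, after which L-glutamine (1 mM solution) and a detection mix of glutamate oxidase, HRP and Amplex Red were added. Initial and 30 min RT fluorescence reads were collected.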
HP1b chromo inh – HTS for Inhibitors of HP1-beta Chromodomain Interactions with Methylated Histone Tails | AlphaScreen HP1-beta / biotin-H3K9me3 peptide binding | Potency, µM (series often up to 114 µM), for inactives: top-dose activity change, negative = inhibition, most hits filed as inhibitors | actives 0.56% (n = 390,000); note: potency is the fitted concentration of half-maximal effect; nearly all actives have a fitted effect of over 70% in size; inactives centre near 23
Target sequence (P83916 whole entry, looked up): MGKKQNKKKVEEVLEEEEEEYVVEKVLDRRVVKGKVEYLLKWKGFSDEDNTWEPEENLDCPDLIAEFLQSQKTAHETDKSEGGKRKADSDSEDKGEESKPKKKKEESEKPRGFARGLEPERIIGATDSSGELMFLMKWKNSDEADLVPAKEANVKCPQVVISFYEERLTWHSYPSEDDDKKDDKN
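Compound inhibition of the preformed complex between 50 nM HP1-beta and 50 nM biotinylated H3K9me3 peptide was read by AlphaScreen. Buffer was PBS pH 7.4 with 0.01% Tween-20. Incubations ran 30 min at room temperature, with 10 ug/mL donor/acceptor beads.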
Pin1 inh – qHTS Assay to Find Inhibitors of Pin1; Peptidyl-prolyl cis-trans isomerase NIMA-interacting 1 (Homo sapiens), Q13526; Pin1 FP peptide displacement, HiFluor488, 10 min; Potency, µM (doses to about 115 µM), inactives show at the highest dose activity, negative = inhibition, actives largely listed as inhibitors; actives 0.009% (n = 390,000); AID 504891, 2011; active = well fitted inhibition curve with a large enough effect in the polarisation, with a control signal flat, not every such curve was filed as active; inconclusive = small, poorly fitted or top-dose-only effect, or effect the other way, or a change in a side signal; inactive = no such curve, though single readings can be large or run the other way; the % refers to the polarisation; note: potency is the fitted concentration of half-maximal effect; % is set by controls: 0 for no effect and ±100 for the full control effect
Target sequence (Q13526 whole entry, looked up): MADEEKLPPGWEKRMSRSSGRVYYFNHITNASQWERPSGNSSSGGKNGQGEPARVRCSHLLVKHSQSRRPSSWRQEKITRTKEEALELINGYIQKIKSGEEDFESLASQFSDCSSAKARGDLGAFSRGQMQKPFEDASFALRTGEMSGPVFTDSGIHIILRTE
G9a block – qHTS Assay for Inhibitors of Histone Lysine Methyltransferase G9a; G9a H3K9 monomethylation, AlphaScreen, 2 h; Potency, µM (top dose mostly 102 µM), inactives show at the highest dose activity, negative = inhibition, usual class: inhibitors; actives 8.8% (n = 350,000); AID 504332, 2011; note: potency is the fitted concentration of half-maximal effect; % is set by controls: 0 for no effect and ±100 for the full control effect; nearly all actives have a fitted effect of over 75% in size
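Chemiluminescent proximity detection of H3K9 monomethylation, read after 10 min bead incubation in the dark. Reaction: 20 nM G9a, 500 nM biotin-H3K9 peptide, 20 uM SAM cofactor, 2 h, room temperature, following 15 min enzyme-compound preincubation.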
An asterisk follows results filed as active; i = inactive; ? = inconclusive; / = no result given; & = joins results of further samples; [ ] = dose if it differs, or a comment. Unless noted, calls come from the whole dose curve; as a rule, active = well fitted curve in the direction sought with a large enough effect; inconclusive = small, poorly fitted or top-dose-only effect, or another doubt; inactive = no such curve, though single readings can be large; an effect the other way counts as inactive or inconclusive. Only part of the results is shown (hit frequency here may not be typical).

SMILES	PI4K2A inh	JMJD2A Tudor	POLH inh	Tb PGK inh	BAZ2B block	GLS inh	HP1b chromo inh	Pin1 inh	G9a block
COc1ccc(NS(=O)(=O)c2ccc(NC(=S)NC(=O)CC(C)C)cc2)cc1	11.8	-29.4%	-14.7%	-4.3%	-10.5%	17.4%	-14.5%	-2.9%	-29.8%[12.7 µM]
Cc1c(C(=O)Nc2ccccc2)sc2nc(-c3cc4ccccc4oc3=O)[nH]c(=O)c12	-2.7	-21.7%	-7.9%	-2.9%	-4.8%	-0.3%	23.3%	-1.8%	-20.0%[59 µM]
COC(=O)CN1C(=O)Nc2ccc(Cl)cc2C1c1ccccc1 (centres undefined)	4.9	-11.6%	0.1%	0.1%	-18.5%	4.9%	18.7%	-0.7%	7.0%
COCCNC(=O)C(c1ccc(O)cc1)N(Cc1ccco1)C(=O)CCC(=O)Nc1nccs1 (centres undefined)	0.4	8.6%	-18.0%	-10.4%	-5.0%	4.4%	28.5%	2.0%	13.4%[12.7 µM]
O=C1CN(c2nc(-c3cccnc3)nc3scc(-c4ccccc4)c23)CCN1	1.1	1.4%	-17.3%	i	-28.9%	-7.1%	35.9%	6.1%	39.8µM*
COc1ccc(CCNC(=S)N2CCN(S(=O)(=O)c3ccccc3F)CC2)cc1	19.1	-11.8%	-15.9%	-2.2%	-13.5%	-0.2%	19.0%	-9.4%	5.7%[12.7 µM]
COC(=O)c1ccc(Cn2nnc3c(=O)[nH]c(C4CCCN(S(=O)(=O)c5ccccc5Cl)C4)nc32)cc1 (centres undefined)	1.9&-0.8	-4.8%&-21.2%	-18.1%&-3.6%	7.2%&-7.1%	-20.9%&-10.7%	10.6%&2.8%	36.0%&38.7%	9.9%&43.5%	36.2%
Cc1cccc2cc(C#N)c(SCCN3CCCCC3)nc12	-5.6	-0.8%[57.1 µM]	?	-18.7%	/	2.6%	18.9%	0.7%	/
CC(SC#N)C(=O)C12CC3CC(CC(C3)C1)C2 (centres undefined)	-12.8	14.7%	-25.1%	-7.6%	10.3%	-2.9%	88.0%[activator]	-0.7%	-14.6%
Cc1ccc(C)c(S(=O)(=O)NCC(c2ccco2)N2CCc3ccccc3C2)c1 (centres undefined)	-4.2	-16.7%	-20.7%	-8.3%	9.2%	-9.3%	36.5%	0.9%	0.8%
COCCn1nnnc1C(c1cccc(C#N)c1)N1CCCCCC1 (centres undefined)	2.1	-17.6%	-0.1%	-4.4%	?	0.2%	26.8%	0.0%	44.7µM*
COc1ccc(-n2c(Cc3cc(=O)[nH]c(=O)[nH]3)nnc2SCC(=O)N2CCCC2)cc1	-4.2	-12.7%	-16.7%	i	-5.8%	5.0%	54.4%[activator]	-4.0%	?
COc1ccc(CNC(=O)C2CCN(S(=O)(=O)N3CCCC3)CC2)cc1	8.3	-16.7%	-1.9%	-1.4%	-1.3%	-4.8%	19.5%	-4.3%	-3.8%
O=C(CNC(=O)c1ccc(-c2ccccc2)cc1)OCc1c(Cl)cccc1Cl	3.1	-3.3%	-2.6%	i	-3.5%	-0.6%	26.2%	4.6%	14.0%[59 µM]
Cc1ccc(/C=C/C(=O)Nc2nnc(C)s2)o1	1.1	-4.4%	?	-1.9%	1.3%	-16.2%	12.9%	-1.2%	-8.3%[59 µM]
CCOC(=O)c1c(C)[nH]c(C)c1S(=O)(=O)NCCc1cccs1	2.7	-25.7%	-7.5%	7.0%	-23.4%	-1.3%	12.2%	-9.0%	23.7%
COc1ccc(S(=O)(=O)Cc2ccc(C(=O)O)o2)cc1	-5.9	3.0%	1.4%	-6.1%	-12.6%	-0.7%	32.3%	-2.9%	-34.7%
COc1ccc(NC(=O)CN(CC(=O)Nc2ccc(OC)cc2)C(C)(C)CO)cc1	0.7	-14.9%	-14.6%	-2.9%	-22.5%	0.5%	14.2%	1.7%	70.8µM*
OC1CCCCC1Sc1nc2ccccc2s1 (centres undefined)	0.1	-9.4%	3.5%	0.5%	-3.2%	4.4%	30.7%	-4.8%	6.6%[12.7 µM]
CN(C)S(=O)(=O)c1cccc(NC(=O)c2c[nH]c3ccccc23)c1	7.5	-25.9%	-19.2%	-0.2%	-13.2%	-14.4%	-24.6%	-0.7%	?
Cc1cc(C)cc(C(=O)NCC(=O)N2CCC(C(N)=O)CC2)c1	-24.3	-1.3%	4.2%	9.0%	/	-2.9%	12.8%	9.5%	/
O=C(OCCOCCOC(=O)Oc1ccccc1)Oc1ccccc1	-3.9	29.2%	-20.8%	0.3%	/	-4.1%	64.3%[activator]	0.4%	/
COc1ccc(C2=NN(C(N)=S)C(c3ccccc3)C2)cc1 (centres undefined)	12.5	-21.5%	-18.6%	-10.3%	?	-23.1%	-5.6%	11.8%	?
Cc1ccc(/C=N/Nc2ccc(F)cc2F)s1	-3.6	-27.4%	-20.5%	-7.7%	?	3.3%	5.6%	-3.5%	?
COc1cc(/C=C/C(=O)OCC(=O)c2ccc[nH]2)cc(OC)c1OC	-1.4	-22.2%	?	-0.7%	/	-0.5%	5.3%	-1.4%	/
Remaining list, next part.
SMILES	PI4K2A inh	JMJD2A Tudor	POLH inh	Tb PGK inh	BAZ2B block	GLS inh	HP1b chromo inh	Pin1 inh	G9a block
Cn1c(CC(=O)NNC(=O)c2ccc(F)cc2Cl)nc2ccccc21	4.6	-5.4%	-8.4%	i	15.3%	4.8%	53.1%[activator]	-5.3%	21.7%[12.7 µM]
O=C(c1ccco1)N1CCN(C23CC4CC(CC(C4)C2)C3)CC1	0.1	-6.8%	-14.7%	-7.0%	-3.5%	9.3%	28.9%	-9.6%	15.6%
Cc1cccc(N2CC(C(=O)O)CC2=O)c1 (centres undefined)	-1.3	-5.8%	12.8%	i	-27.0%	7.4%	31.0%	-3.5%	10.9%[12.7 µM]
CC(OC(=O)c1ccc(NC(=O)CC#N)cc1)C(=O)NC(=O)NC1CCCCC1 (centres undefined)	2.3	-25.7%	-13.6%	-0.3%	-14.5%	0.0%	0.0%	133.5%[activator]	0.6%
Cc1ccc(-n2ncc3c(N4CCC(Cc5ccccc5)CC4)ncnc32)cc1	6.5	16.5%	-10.7%	-4.1%	-4.5%	-4.7%	21.2%	0.0%	10.8%[59 µM]
N#C/C=C(/N)N1CCN(c2ccc(Cl)c(Cl)c2)CC1	6.5	-18.0%	-8.3%	-1.1%	4.1%	-8.8%	6.6%	1.7%	-35.4%[59 µM]
Cn1c(=O)c2c(ncn2Cc2cc(-c3ccccc3)no2)n(C)c1=O	-3.6	-16.1%	-15.2%	-2.6%	8.7%	0.4%	4.5%	-1.9%	23.6%[59 µM]
O=C(OCC(=O)N1CCOCC1)c1cc(=O)[nH]c2ccccc12	-3.0	-4.9%	-8.5%	9.8%	/	8.7%	31.6%	-1.4%	/
CC(=O)Nc1ccc(NC(=O)C(NC(=O)C2CCC(C)CC2)C(C)C)cc1 (centres undefined)	-2.9	-8.9%	-8.0%	i	5.5%	2.6%	24.3%	1.6%	-30.5%[59 µM]
Cn1[nH]c(=O)c2ccccc2c1=O	2.3	-12.9%	-7.8%	-1.4%	13.1%	4.8%	29.7%	?	11.7%[59 µM]
O=C(Cn1cnc2cc([N+](=O)[O-])ccc2c1=O)NC1CCS(=O)(=O)C1 (centres undefined)	-17.1	-17.5%	10.2%	-3.4%	?	3.8%	27.3%	-8.2%	50.1µM*
Cc1cc(C)nc(NC(=O)c2cc([N+](=O)[O-])cc([N+](=O)[O-])c2)n1	-5.9	-14.1%	-6.4%	-6.4%	-3.7%	5.8%	14.6%	1.7%	-12.4%
C/C(N)=C(/C#N)C(=O)CSc1nc2ccccc2c(=O)n1CCCOC(C)C	2.8	-4.2%	-14.0%	6.4%	-0.8%	0.0%	29.1%	-1.1%	-10.2%[59 µM]
Nc1c(S(=O)(=O)c2ccccc2)c2nc3ccccc3nc2n1CCN1CCOCC1	-3.2	8.5%	-4.2%	/	6.5%	-3.7%	41.1%[activator]	-1.0%	-5.2%
COCCCNC(=O)/C=C/c1ccc(OCc2c(F)cccc2Cl)cc1	16.9	-11.0%	-8.6%	-1.8%	-18.7%	-1.3%	29.8%	0.1%	-36.5%
Cc1cccc(-c2nnc(C3CCN(S(=O)(=O)c4cccc(Cl)c4)CC3)o2)c1	3.0	-29.5%	-5.1%	-9.9%	-13.1%	10.3%	-6.4%	13.2%	3.16µM*
CN(C)/C=C1\C(=O)N(c2ccc(F)cc2F)C(c2cccnc2)S1(=O)=O (centres undefined)	4.3	-1.4%	7.8%	-5.7%	-3.3%	-12.0%	8.4%	1.4%	/
COc1ccc(C(=O)Nc2nnc(S(=O)(=O)N3CCOCC3)s2)cc1	-1.2&4.5	-4.1%&-24.3%	-13.9%&-7.6%	-2.2%&11.8%	-13.1%	0.0%&5.7%	39.4%&-0.3%[activator]	-0.5%&-4.4%	42.8%
